GPR55 beta-arrestin – GPR55 agonists via beta-arrestin recruitment, primary screen, imaging, U2OS cells, beta-arrestin-GFP redistribution (AID 1961); hit rate 0.048% among 290,000; U2OS GPR55 beta-arrestin-GFP redistribution imaging; higher % means a stronger effect; one-dose activation, % at 10 µM; EC50 in µM for titrated hits;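 active = activation above 40% with more than 50 cells counted in the well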;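 also: U2OS osteosarcoma cells stably expressing GPR55 and beta-arrestin-GFP; plate controls were DMSO negative control for no effect and LPI positive control for full effect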
TNAP activators – human TNAP enzyme activators, primary screen, biochemical, luminescent, no phosphate acceptor, uHTS (AID 1001); purified TNAP, luminescent activation assay, no phosphate acceptor; higher activation fold means a stronger effect; hit rate 0.03% among 200,000; activation fold at 20 µM, or EC50 in µM where a hit was titrated; in the data active = activation fold from about 3, or a potency from the dose series; inactive = the rest, 99 in 100 with activation fold below about 1.6; also: many of its hits are not listed in these tables
ER stress rescue – rescue of cells from ER stress-induced death, primary screen, 384-well, CSM14.1, thapsigargin, ATP luminescence (AID 1222); CSM14.1 thapsigargin-induced death rescue, ATP luminescence; higher % means a stronger effect; cellular ATP content (survival), % at 20 µM, or EC50 in µM where a hit was titrated; 190,000 tested, under 10 active;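 active = EC50 below 50 µM in the dose-response confirmation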;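 also: death triggered by thapsigargin at about 15 µM added after 2 h compound pretreatment; cell ATP read after overnight thapsigargin exposure of roughly 18 to 22 hours; normalized against plate controls of thapsigargin alone and 5% DMSO vehicle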
KOR beta-arrestin-1 – kappa opioid receptor blockers – cell-based, luminescence, uHTS (AID 1778). KOR beta-arrestin recruitment, luminescence, antagonist mode; higher % means a stronger effect. inhibition, % at 10 µM; hits with a dose series show IC50 in µM. hit rate 0.091% among 290,000; also: strong numbers were not always called active
NTR1 agonist – agonists of NTR1, primary screen, imaging, U2OS cells, beta-arrestin-GFP, high content (AID 493036); NTR1-U2OS beta-arrestin-GFP spot imaging, agonist mode; hit rate 0.17% among 330,000; activation, % at 20 µM; P30989;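 active = activation at or above 40% of the spot to cytoplasm intensity ratio, with at least 20 cells analyzed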;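 also: 0% = DMSO without peptide and 100% = 100 nM NTR1 peptide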
Target sequence (P30989 whole entry, looked up): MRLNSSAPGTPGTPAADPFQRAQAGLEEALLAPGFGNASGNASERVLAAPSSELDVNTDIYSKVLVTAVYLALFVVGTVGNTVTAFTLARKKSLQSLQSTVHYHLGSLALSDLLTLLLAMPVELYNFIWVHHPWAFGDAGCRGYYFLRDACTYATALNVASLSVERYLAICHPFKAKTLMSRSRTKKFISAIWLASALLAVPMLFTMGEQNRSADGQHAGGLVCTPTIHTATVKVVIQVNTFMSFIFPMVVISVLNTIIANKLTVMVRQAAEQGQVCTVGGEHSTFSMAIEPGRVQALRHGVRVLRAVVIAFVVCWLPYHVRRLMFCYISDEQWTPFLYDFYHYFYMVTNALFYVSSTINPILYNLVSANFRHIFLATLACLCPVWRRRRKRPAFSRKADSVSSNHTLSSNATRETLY
Yfh1-depleted yeast – enhancers of respiration in Yfh1-depleted yeast, dose response, Friedreich's ataxia, plus single-dose screen (AID 1465); one-dose fold induction at 50 µM; EC50 in µM for titrated hits; hit rate 0.074% among 220,000; S. cerevisiae Yfh1-off respiration, WST-1 reduction, 72 h; higher fold induction means a stronger effect;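 active = fold induction of absorbance versus untreated yeast above a set limit, then at least 30% activation at any dose in follow-up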;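 also: activators that raise dye reduction in frataxin-depleted yeast; strong numbers were not always called active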
NOD2 inhibition – inhibition of NOD2-driven NF-kB reporter – cell-based, luminescence, uHTS, HEK293 (AID 1566); HEK293 NOD2/NF-kB luciferase reporter, luminescence; higher % means a stronger effect; inhibition, % at 4 µM, or EC50 in µM where a hit was titrated; hit rate 0.63% among 290,000; also: many of its hits are not listed in these tables
KOR beta-arrestin-2 – KOR agonists, beta-arrestin recruitment, primary screen, cell-based, luminescence, uHTS (AID 1777); KOR beta-arrestin recruitment, luminescence; higher % means a stronger effect; activation, % at 10 µM; hits with a dose series show EC50 in µM; hit rate 0.02% among 280,000; in the data active = activation above about 50%, passing the limit was not always enough; also: a part of the inactive calls stands beside numbers as strong as those of hits
NOD1 inhibition – inhibition of NOD1-driven NF-kB reporter – cell-based, luminescence, uHTS, primary screen (AID 1578); inhibition, % at 4 µM; hits with a dose series show EC50 in µM; hit rate 1% among 290,000; NOD1-driven NF-kB luciferase reporter cells, luminescence; higher % means a stronger effect; in the data active = inhibition mostly above about 36%, no sharp cut-off; inactive = mostly below about 34%;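 also: HEK-293T reporter cells stimulated with the NOD1 agonist gamma-tri-DAP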
NTR1 agonist cell count 20 µM – also measured in NTR1 agonist; calls as there; cell count; measured here: cell count, cytotoxicity flag
An asterisk follows results filed as active; i = inactive; · = not tested or not shown; [ ] = another dose, or the depositor's remark. Rule as the data show it, unless noted: active = inhibition above about 50%; inactive = the rest.

molecule | GPR55 beta-arrestin | TNAP activators | ER stress rescue | KOR beta-arrestin-1 | NTR1 agonist | NTR1 agonist cell count 20 µM | Yfh1-depleted yeast | NOD2 inhibition | KOR beta-arrestin-2 | NOD1 inhibition
Cc1ccc(-n2c(SCC(=O)NC3CCS(=O)(=O)C3)nc3ccccc3c2=O)cc1 (configuration not stated) | -0.7% | 1.1 | -0.6% | 17.5% | -1.1 | 51 | i | -0.4% | -4.5% | -22.9%
COCCCNC(=O)c1ccc2c(=O)n(CC3CCCO3)c(=S)[nH]c2c1 (configuration not stated) | -2.3% | 1 | -0.6% | 11.3% | 0.4 | 84 | i | 0.2% | 4.6% | 4.8%
COc1ccccc1-c1cc(C(=O)NC2CCCC2)no1 | 0.5% | · | · | -4.3% | 1.9 | 44 | · | -14.5% | -2.9% | -5.0%
COC(=O)c1nc(NC(=O)c2cc(OC)c(OC)c(OC)c2)n[nH]1 | -0.1% | · | · | 18.3% | 0.7 | 48 | · | 12.6% | 10.6% | 15.5%
Cc1ccc(-n2c(-c3ccc(Cl)cc3Cl)n[nH]c2=S)cc1 | 0.3% | · | · | -13.6%[20 µM] | -0.3 | 54 | · | -7.3% | -1.7% | -13.7%
COC(=O)CNC(c1ccccc1)c1cc(C)ccc1NS(=O)(=O)c1ccc(C)cc1 (configuration not stated) | -0.4% | 1.2 | 0.2% | -2.0% | 0.0 | 62 | i | -16.5% | -0.7% | -10.9%
CCCCNc1c(N2CCN(C(=O)OCC)CC2)c(=O)c1=O | 0.4% | 1.1 | -2.0% | -24.4% | -2.2 | 84 | i | 3.3% | -1.9% | -10.7%
CCCSc1nnc(Cc2cc(=O)[nH]c(=O)[nH]2)n1-c1cc(C)ccc1C | -0.1% | 1 | -1.6% | -1.8% | 1.1 | 98 | i | 16.4% | 1.3% | -20.2%
CCOc1cc(C(=O)Nc2ccncc2)cc(OCC)c1OCC | -0.1% | 1.1 | -3.2% | -104.6%[20 µM] | 0.3 | 66 | i | 18.8% | · | -21.4%
Cc1ccc(N2NC(=O)/C(=C\c3cc4c(cc3[N+](=O)[O-])OCO4)C2=O)cc1C | 0.4% | 1 | 0.4% | 28.1% | · | · | i | -40.6% | -0.7% | 21.8%
C[C@H](NC(=O)c1nc[nH]c1C(=O)N[C@@H](Cc1ccccc1)C(=O)OC(C)(C)C)C(=O)OCc1ccccc1 | 0.4% | · | · | -21.8%[20 µM] | 41.1* | 57* | · | -15.8% | -1.0% | -16.2%
COc1ccc(CCNC(=O)CSc2nc(-c3ccco3)cc(C(F)(F)F)n2)cc1OC | -0.2% | 1.1 | 1.3% | 3.1% | 0.9 | 40 | i | 15.8% | -0.4% | -13.0%
COc1ccc(C(=O)N(CCCO)C(C)C(=O)NC2CCCCC2)cc1OC (configuration not stated) | -1.0% | 1.1 | -0.5% | 33.7% | 0.9 | 77 | i | 7.7% | -2.8% | 24.5%
Cc1cccc(N2CCN(C(c3ccccc3)c3nnnn3CC3CCCO3)CC2)c1C (configuration not stated) | -0.1% | 1.1 | 0.1% | -2.3% | 1.7 | 49 | i | -17.0% | 1.2% | -13.4%
O=c1nc2n(Cc3ccccc3)c3ccccc3cc-2c(=O)[nH]1 | 0.1% | 1.1 | -1.8% | -15.5% | 2.0 | 68 | i | 4.3% | 9.4% | -19.1%
Cn1c(SCC(=O)NCc2ccc(F)cc2)nc2ccccc21 | -0.1% | 1.1 | -1.6% | 15.0% | -2.5 | 60 | i | 0.8% | 0.7% | -29.5%
O=C(CCNC(=O)c1ccco1)Nc1ccc(C(F)(F)F)cc1 | -0.2% | · | · | -21.6% | -0.6 | 46 | · | -19.8% | 1.0% | 17.9%
COc1ccc(-c2nnc(SCc3nnc(-c4cccs4)o3)n2CC2CCCO2)cc1 (configuration not stated) | -0.3% | 1 | 2.9% | -10.9% | -0.9 | 44 | i | 8.1% | 0.2% | -28.8%
COc1ccc(NS(=O)(=O)c2cn(C)c(=O)n(C)c2=O)c(OC)c1 | -0.1% | · | · | -6.7% | 3.3 | 57 | i | 8.2% | 0.8% | -9.7%
CCn1c(SCc2nc3ccccc3[nH]2)nnc1-c1cccnc1 | -0.1% | 1 | -1.2% | 11.4% | 0.4 | 62 | i | 7.5% | 1.6% | -14.8%
C=CCNC(=S)N1CCN(c2cc3c(cc2F)c(=O)c(C(=O)O)cn3CC)CC1 | -0.1% | · | · | 25.8% | -0.2 | 73 | · | -7.0% | -4.0% | -1.6%
CCS(=O)(=O)N1Cc2ccccc2CC1C(=O)Nc1nc2ccc(C)cc2s1 (configuration not stated) | -0.3% | 1.1 | -0.3% | 10.4% | -1.5 | 59 | i | -16.9% | 4.7% | -31.3%
Nn1c(SCC(=O)Nc2ccc3c(c2)OCCO3)nnc1-c1cccnc1 | 0.3% | · | · | -0.5% | -0.5 | 64 | · | 4.1% | -1.0% | -4.8%
CC(C)(C)c1ccc(NC(=O)N2CCN(c3ccc([N+](=O)[O-])cn3)CC2)cc1 | -0.2% | · | · | 22.2% | 9.2 | 54 | i | 38.8% | 0.2% | 29.4%*
COCCn1c(SCc2nc3ccccc3c(=O)[nH]2)nnc1-c1ccncc1 | -0.3% | 1 | -0.9% | 1.1% | -1.1 | 56 | i | -0.9% | -0.4% | -40.8%
CCCCn1c(N)c(N(Cc2ccccc2OC)C(=O)C(C)C)c(=O)[nH]c1=O | 0.4% | · | · | -25.1% | -0.6 | 52 | · | 6.6% | 4.8% | -1.6%
CC1CCCCN1c1nnc(N)s1 (configuration not stated) | -0.3% | 1.1 | 1.5% | -2.2% | 0.3 | 51 | i | 9.9% | -2.7% | -10.1%
C#CC(C)OC(=O)C(C)NC(=O)c1ccccc1 (configuration not stated) | -0.1% | · | · | 22.0% | 0.3 | 57 | i | 6.7% | -3.2% | -5.9%
CCOc1cccc2cc(C(=O)NCc3ccc(Cl)cc3)c(=N)oc12 | -0.1% | · | · | -251.7% | 13.4 | 53 | · | 7.0% | 36.6% | 35.7%
COc1ccc(N(CC(=O)NC2CC3CCC2C3)S(=O)(=O)c2ccc(C)cc2)cc1OC (configuration not stated) | -0.4% | · | · | -3.8% | 1.7 | 66 | · | -1.7% | -1.0% | -10.1%
CC1Cc2ccccc2N1C(=O)COC(=O)CNC(=O)c1ccc(Br)o1 (configuration not stated) | 0.2% | 1.1 | 0.0% | -32.3% | -2.6 | 69 | i | 7.7% | -0.3% | 17.3%
O=C(NCCc1ccc(Cl)cc1)C1CCN(c2cnccn2)CC1 | -1.0% | 1.1 | 5.7% | -16.5% | -2.5 | 94 | i | 3.3% | -0.6% | -5.3%
COc1ccc(S(=O)(=O)N2CCc3ccccc32)cc1OC | -0.3% | · | · | -36.5%[20 µM] | 2.1 | 67 | · | 30.8% | 7.7% | 14.9%
Nc1nnc(SCC(=O)Nc2sc3c(c2C(=O)c2ccccc2)CCCC3)s1 | 0.0% | 1.1 | -1.7% | -0.2% | 6.7 | 78 | i | 28.3% | 10.1% | -7.8%
Cc1cc(S(=O)(=O)Nc2ccc(N(C)C)cc2)c(C)s1 | -0.2% | 1 | -0.8% | 15.2% | 1.1 | 51 | i | 7.0% | 1.9% | -13.5%
Cc1ccc(SCC(=O)O/N=C(\N)c2ccncc2)cc1 | -0.1% | · | · | -6.4% | 0.3 | 71 | · | -5.4% | -2.9% | -35.6%
CCc1ccc(CN2CCCC(CCC(=O)N3CCN(c4ccccn4)CC3)C2)o1 (configuration not stated) | 0.0% | · | · | -4.2% | -0.4 | 60 | i | -5.0% | 3.9% | -5.2%
Cc1ccc(NCCCCO)cc1C | 0.2% | 1.1 | 0.3% | 2.8% | -1.2 | 81 | i | 10.5% | 0.2% | -11.6%
O=C(NC1CCCC1)C(c1ccccc1F)N(C(=O)Cc1cccs1)c1ccc2c(c1)OCCO2 (configuration not stated) | -0.3% | 1.1 | -2.3% | 13.0% | 0.8 | 96 | i | 0.2% | 4.4% | 39.9%
O=C1OC(c2ccc3c(c2)OCO3)=N/C1=C\c1ccc(C(=O)O)cc1 | -0.1% | · | · | 23.1% | -1.4 | 93 | · | 5.6% | -3.2% | 0.0%
CCOc1ccc2nc(SCC(=O)N(C)C3CCS(=O)(=O)C3)[nH]c2c1 (configuration not stated) | 0.0% | 1.1 | -0.9% | 0.8% | 0.0 | 78 | i | -3.6% | -0.4% | -28.6%
Cc1occc1-c1nnc(SCC(=O)N2CCN(c3ccc(F)cc3)CC2)n1C | -0.3% | 1 | -0.2% | -16.0% | -2.9 | 86 | i | 23.3% | -1.1% | 9.3%
O=C(Nc1ccccc1N1CCCC1)c1cc(Cl)ccc1Cl | -0.1% | 1.1 | 2.0% | -34.3%[20 µM] | 2.2 | 84 | i | 3.6% | · | -11.6%
COc1cccc(-n2nc(C(=O)O)c3ccccc3c2=O)c1 | 0.2% | 1 | -2.0% | 9.8% | -0.5 | 46 | i | 10.8% | -0.4% | -11.0%
Cc1cc(C)nc(/N=C(\N)Nc2ccc(C(C)C)cc2)n1 | -0.6% | · | · | -14.2% | 1.6 | 53 | i | 8.1% | 5.4% | -7.1%
COC(=O)c1cccc(NC(=O)CSc2ncn[nH]2)c1 | 0.3% | 1 | 2.0% | 29.1% | 1.2 | 42 | i | 0.6% | -1.0% | -8.2%
Nc1cc(-c2cccc(F)c2)nn1S(=O)(=O)c1cccc2nsnc12 | -0.5% | 1.1 | -1.9% | 24.1% | -0.8 | 87 | i | 7.5% | 3.0% | -19.6%
O=C(N/N=C\c1ccc(Cl)cc1Cl)c1sccc1-n1cccc1 | 0.0% | 1.1 | 1.4% | -53.1% | 16.4 | 69 | i | 16.1% | -0.5% | 24.8%
CCOC(=O)c1ccc(N2Cc3ccccc3C2=NC(=O)c2ccncc2)cc1 | 0.2% | 1.1 | 0.8% | -8.9% | · | · | i | -31.6% | 1.7% | -44.4%
Cc1cnc(NC(=O)CCc2ccccc2)s1 | 0.2% | · | · | -29.2%[20 µM] | 0.8 | 53 | · | -31.8% | -1.2% | -20.3%
CCCc1nc2ccccc2c(=O)n1-c1ccc(C(=O)OCC)cc1 | 0.2% | 1.1 | 1.2% | -23.3%[20 µM] | 2.0 | 59 | i | 27.9% | · | -7.4%
COC(=O)c1ccsc1NC(=O)c1ccco1 | -0.1% | · | · | -19.8% | -0.5 | 55 | · | 3.3% | 5.5% | -17.9%
CCN1C(=O)/C(=C/C=C2\C=CN(CC)c3ccccc32)SC1=S | -0.6% | 0.7 | -1.2% | 32.5% | · | · | i | -14.7% | -0.3% | -51.4%

Compound activity as filed in PubChem.

An excerpt; count on the stated rates, not on these rows.
